Assay outcomes deposited in PubChem BioAssay by several laboratories.
CHT PAM – human CHT allosteric activation; Q9GZV3; CHT-expressing cells, membrane potential dye, choline EC20; stronger effect = higher value; LV-AA mutant CHT in HEK293 cells; B-score at 10 µM; 310,000 tested, 0.49% active; AID 488977;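 active = initial fluorescence not abnormally high and integrated response B-score, plate-corrected, over 3 SD above library mean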
Target sequence (Q9GZV3 whole entry, looked up): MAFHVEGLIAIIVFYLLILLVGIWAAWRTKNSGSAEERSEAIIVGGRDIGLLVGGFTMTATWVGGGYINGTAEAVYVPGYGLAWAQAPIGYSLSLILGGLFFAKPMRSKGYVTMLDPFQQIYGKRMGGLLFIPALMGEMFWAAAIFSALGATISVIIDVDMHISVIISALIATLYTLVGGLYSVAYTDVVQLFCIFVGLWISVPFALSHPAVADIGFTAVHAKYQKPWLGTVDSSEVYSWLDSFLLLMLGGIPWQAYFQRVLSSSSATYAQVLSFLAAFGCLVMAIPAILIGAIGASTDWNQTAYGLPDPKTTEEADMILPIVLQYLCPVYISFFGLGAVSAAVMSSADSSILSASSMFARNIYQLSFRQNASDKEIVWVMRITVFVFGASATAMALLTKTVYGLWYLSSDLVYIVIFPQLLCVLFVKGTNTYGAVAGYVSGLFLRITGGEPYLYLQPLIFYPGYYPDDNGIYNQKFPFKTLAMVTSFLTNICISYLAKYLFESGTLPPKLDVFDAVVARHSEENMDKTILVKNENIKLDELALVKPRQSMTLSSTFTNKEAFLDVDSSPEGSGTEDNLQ
OX1R antagonist – antagonists of human orexin 1 receptor; CHO/OX1R cells, Fluo-8 calcium fluorescence, orexin A; 330,000 tested, 0.43% active; O43613; inhibition, % at 5 µM;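 active = inhibition above its plate's threshold, mean inhibition of all tested compounds on the plate plus 3 SD, cut at about 37% in these data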;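 also: 0% = orexin A challenge wells and 100% = SB-334867-A antagonist wells; not every result past the cut was called active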
Target sequence (O43613 whole entry, looked up): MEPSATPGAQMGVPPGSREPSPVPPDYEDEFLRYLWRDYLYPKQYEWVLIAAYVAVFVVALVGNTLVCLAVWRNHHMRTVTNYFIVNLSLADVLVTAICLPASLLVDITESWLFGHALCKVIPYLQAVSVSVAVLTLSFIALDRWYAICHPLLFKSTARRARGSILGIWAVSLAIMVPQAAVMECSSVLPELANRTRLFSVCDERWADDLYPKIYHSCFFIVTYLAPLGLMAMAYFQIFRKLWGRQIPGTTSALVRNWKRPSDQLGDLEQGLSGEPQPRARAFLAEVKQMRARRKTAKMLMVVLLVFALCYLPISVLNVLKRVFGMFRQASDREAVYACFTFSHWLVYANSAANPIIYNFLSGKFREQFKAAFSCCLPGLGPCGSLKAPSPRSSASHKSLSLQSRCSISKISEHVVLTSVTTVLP
* marks the source's active call; other numbers are inactive results.

The opening 7 records, to show the layout:
Screening O=C1NC(=S)N(C(=O)c2ccc(F)cc2)/C1=C/c1ccccc1 returned CHT PAM inactive and OX1R antagonist 16.4.
For CN(C)c1ccc(/C=N/NC(=O)c2ccc3c(c2)OCO3)cc1 the results were CHT PAM inactive.
Screening O=C(OCc1nc2ccccc2s1)c1ccc(Br)s1 returned CHT PAM inactive and OX1R antagonist -15.8.
For N#Cc1c(NC(=O)c2cc(C3CC3)on2)sc2c1CCC2 the results were CHT PAM inactive and OX1R antagonist -31.0.
`O=C(CSc1nnc(Cc2ccccc2)o1)NCc1ccc2c(c1)OCO2` gave CHT PAM inactive and OX1R antagonist -15.9.
For O=C(NCc1cccc(OC(F)(F)F)c1)c1ccc2c(c1)S(=O)(=O)c1cc(Cl)ccc1C2=O the results were OX1R antagonist -19.6.
For COc1cc2[nH]cc(C(=O)NCCc3ccccc3)c(=O)c2cc1OC the results were CHT PAM inactive and OX1R antagonist -6.6.

The list itself, repeating the preview:
Screening O=C1NC(=S)N(C(=O)c2ccc(F)cc2)/C1=C/c1ccccc1 returned CHT PAM inactive and OX1R antagonist 16.4.
For CN(C)c1ccc(/C=N/NC(=O)c2ccc3c(c2)OCO3)cc1 the results were CHT PAM inactive.
Screening O=C(OCc1nc2ccccc2s1)c1ccc(Br)s1 returned CHT PAM inactive and OX1R antagonist -15.8.
For N#Cc1c(NC(=O)c2cc(C3CC3)on2)sc2c1CCC2 the results were CHT PAM inactive and OX1R antagonist -31.0.
`O=C(CSc1nnc(Cc2ccccc2)o1)NCc1ccc2c(c1)OCO2` gave CHT PAM inactive and OX1R antagonist -15.9.
For O=C(NCc1cccc(OC(F)(F)F)c1)c1ccc2c(c1)S(=O)(=O)c1cc(Cl)ccc1C2=O the results were OX1R antagonist -19.6.
For COc1cc2[nH]cc(C(=O)NCCc3ccccc3)c(=O)c2cc1OC the results were CHT PAM inactive and OX1R antagonist -6.6.
`Cc1cc2n(n1)C(c1cccs1)Nc1ccccc1-2` (configuration not stated) gave CHT PAM inactive and OX1R antagonist -10.6.
Screening CCCN1CCN(C(=O)C2CCN(c3ncnc4c3nc3n4CCCCC3)CC2)CC1 returned CHT PAM inactive and OX1R antagonist -17.6.
`O=C(Cc1ccccc1)Nc1nc(-c2cccc([N+](=O)[O-])c2)cs1` gave CHT PAM inactive and OX1R antagonist 3.2.

Continued, overlapping the part above by 2 compounds.
Screening CCCN1CCN(C(=O)C2CCN(c3ncnc4c3nc3n4CCCCC3)CC2)CC1 returned CHT PAM inactive and OX1R antagonist -17.6.
`O=C(Cc1ccccc1)Nc1nc(-c2cccc([N+](=O)[O-])c2)cs1` gave CHT PAM inactive and OX1R antagonist 3.2.
Screening COc1ccccc1N=c1c2c([N+](=O)[O-])cc([N+](=O)[O-])cc2n(O)n1-c1ccccc1OC returned CHT PAM inactive and OX1R antagonist -13.5.
Cc1[nH]c2ccccc2c1C(=O)CSc1cccc[n+]1[O-] was read as CHT PAM inactive and OX1R antagonist -10.3.
Screening CC(=O)N1c2ccc(S(=O)(=O)NCCC(=O)Nc3ncccc3C)cc2CC1C (configuration not stated) returned CHT PAM inactive and OX1R antagonist -7.4.
`CCOc1ccc2[nH]c3c(NCCCOC)ncnc3c2c1` gave CHT PAM inactive.
For CC(C)Cc1nnc(NC(=O)c2cc(-c3ccccc3)nc3ccccc23)s1 the results were CHT PAM inactive and OX1R antagonist -35.3.
Screening CCc1cccc(CC)c1NC(=O)COC(=O)CCc1cc(OC)c(OC)c(OC)c1 returned CHT PAM inactive and OX1R antagonist -34.0.
`CC(C)(C)C(=O)CC1(O)C(=O)N(Cc2ccc(Cl)cc2)c2ccccc21` (configuration not stated) gave CHT PAM inactive and OX1R antagonist -16.7.
Screening COc1ccc(C2NC(=O)CS2)cc1OC (configuration not stated) returned CHT PAM inactive and OX1R antagonist -5.3.
COc1cccc(N/C(C)=C/C(=O)c2ccc(Br)cc2)c1 was read as CHT PAM inactive and OX1R antagonist -11.9.
CN(C)C(CNC(=O)CSc1nc2ccccc2c(=O)n1Cc1ccco1)c1ccccc1 (configuration not stated) was read as CHT PAM inactive and OX1R antagonist -26.4.
For COc1ccc(C(=O)Nc2cccc(S(=O)(=O)N3CCCC3)c2)cc1S(=O)(=O)N1CCOCC1 the results were OX1R antagonist -23.9.
Screening CC(=O)Nc1ccc(S(=O)(=O)NNC(=O)COc2ccc(C(C)(C)C)cc2)cc1 returned CHT PAM inactive and OX1R antagonist -17.8.
`O=C(Nc1ccc2oc(=O)ccc2c1)c1ccc(-c2ccccc2[N+](=O)[O-])o1` gave CHT PAM inactive and OX1R antagonist -22.8.
Screening COC(=O)C/C=C/[C@@H](C)[C@@H](/C=N/OCC[C@@H]1C=C[C@H](OC(C)=O)[C@@H](COC(C)=O)O1)NS(=O)(=O)c1ccc(C)cc1 returned CHT PAM inactive and OX1R antagonist -1.3.
For Cc1nnc(NC(=O)c2ccc(S(=O)(=O)N3CCCCC3C)cc2)o1 (configuration not stated) the results were CHT PAM inactive and OX1R antagonist 4.2.
`CCOC(=O)c1cnc(SCC(=O)Nc2nnc(CC)s2)nc1N` gave CHT PAM inactive and OX1R antagonist -23.6.
For CCCn1nc2ccccc2c1P(=N)(N1CCOCC1)N1CCOCC1 the results were CHT PAM inactive and OX1R antagonist -3.4.
Screening N#Cc1c(Cc2cccc3ccccc23)nn(CCO)c1N returned CHT PAM inactive and OX1R antagonist 6.4.
C=CCSc1nc(O)c(C2OC(=O)c3c2ccc(OC)c3OC)c(=O)n1-c1ccccc1 (configuration not stated) was read as CHT PAM inactive and OX1R antagonist -5.3.
COCC(C)N=C1NN=C(c2ccc(NC(C)=O)cc2)CS1 (configuration not stated) was read as CHT PAM inactive and OX1R antagonist -15.0.
For COc1ccccc1CNC(=O)c1ccccc1NC(=O)C1=C(C)OCCS1 the results were CHT PAM inactive and OX1R antagonist -29.1.
O=C(CN1CCOCC1)N1CCN(c2nnc(-c3ccccc3)c3ccccc23)CC1 was read as CHT PAM inactive and OX1R antagonist -16.2.
For Clc1ccsc1-c1ccnc(-n2cccc2)n1 the results were CHT PAM inactive and OX1R antagonist 0.0.
For Cc1ccc(/C=C/C(=O)N2CCCC(C(N)=O)C2)o1 (configuration not stated) the results were CHT PAM inactive and OX1R antagonist 1.7.
For Cc1ccccc1CCN(CC(=O)NC1CCCCC1)C(=O)c1csnn1 the results were CHT PAM inactive and OX1R antagonist -19.9.
CCOP(=O)(OCC)C(Nc1ccccc1)c1ccc2c(c1)OCO2 (configuration not stated) was read as CHT PAM inactive and OX1R antagonist -16.3.
CCOc1ccc(OCC(O)CNC2CCN(Cc3ccccc3)CC2)cc1 (configuration not stated) was read as CHT PAM inactive and OX1R antagonist -11.7.
COc1ccc(-c2noc(-c3ccccc3C(=O)N3CCOCC3)n2)cc1 was read as CHT PAM inactive and OX1R antagonist -24.6.
`O=C(COC(=O)c1ccc(CO)cc1)NCc1cccs1` gave CHT PAM inactive and OX1R antagonist 5.8.
For Cc1ccc(/C=C/C(=O)NCCc2c[nH]c3ccccc23)o1 the results were CHT PAM inactive and OX1R antagonist -11.0.
`COc1ccc(Nc2ncnc3c2cnn3Cc2ccccc2)cc1` gave CHT PAM inactive and OX1R antagonist -12.2.
COc1cc(OC)cc(-c2cc3nc(C)c(CCC(=O)O)c(=O)n3[nH]2)c1 was read as CHT PAM inactive and OX1R antagonist 3.1.
`CCOc1ccc(-n2c(SCc3ccc(C#N)cc3)nnc2-c2cccnc2)cc1` gave CHT PAM inactive and OX1R antagonist -34.8.
Screening C=CCOC(=O)C1=C(C)NC(C)=C(C(=O)OCC=C)C1c1ccc(O)cc1 returned CHT PAM inactive and OX1R antagonist -7.2.
COc1cccc(-c2cc(C(=O)NCc3ccco3)no2)c1 was read as CHT PAM inactive and OX1R antagonist -28.1.
Cc1cc(NC(=O)c2cccnc2)ccc1Br was read as CHT PAM inactive and OX1R antagonist -5.0.
Screening COC(=O)c1ccccc1NC(=O)C1CCCO1 (configuration not stated) returned CHT PAM inactive and OX1R antagonist -22.1.
For CCCOc1cccc(-c2cc(C(=O)NNC(=S)NCC)c3ccccc3n2)c1 the results were CHT PAM inactive and OX1R antagonist -25.1.
`CC(C)Cn1c(N)c(C(=O)COC(=O)CC23CC4CC(CC(C4)C2)C3)c(=O)n(C)c1=O` gave CHT PAM inactive and OX1R antagonist 71.1*.
CCOC(=O)/C=C1\SCC(=O)N1CC(O)CN1C(=O)CS/C1=C\C(=O)OCC was read as CHT PAM inactive and OX1R antagonist -17.3.
`COc1ccccc1C1CCN(C(=O)c2cccc([N+](=O)[O-])c2)CC1` gave CHT PAM inactive and OX1R antagonist -11.4.
For CCOc1ccc(C2/C(=C(/O)c3ccc(F)cc3)C(=O)C(=O)N2CCCN(C)C)cc1 (configuration not stated) the results were CHT PAM inactive and OX1R antagonist -14.5.
For CCCCC(=O)N(CCC)CCC the results were CHT PAM inactive.
For CCOC(=O)C1(Cc2ccccc2C(F)(F)F)CCN(CCCn2cccn2)CC1 the results were CHT PAM inactive and OX1R antagonist -12.0.
CN(C)C(=O)CSc1ncccc1-c1nc2ccccc2[nH]1 was read as CHT PAM inactive and OX1R antagonist -30.8.
For CCOc1ccc(C2C(C#N)=C(N)Oc3nc[nH]c(=O)c32)cc1 (configuration not stated) the results were CHT PAM inactive and OX1R antagonist -12.9.
`c1ccc2cc3[nH]c(CN4CCOCC4)nc3cc2c1` gave CHT PAM inactive and OX1R antagonist -16.9.
For CCn1cc(C(=O)O)c(=O)c2cc(F)c(N3CCN(S(=O)(=O)c4ccc5c(c4)OCCO5)CC3)cc21 the results were CHT PAM inactive and OX1R antagonist 2.7.
For O=C(NCc1ccco1)c1cccc(S(=O)(=O)N2CCc3ccccc32)c1 the results were CHT PAM inactive and OX1R antagonist -17.2.
For C/C(=N\NC(=S)Nc1ccc(C)cc1)c1cc2ccccc2o1 the results were CHT PAM inactive and OX1R antagonist -21.9.
`Cc1cc(NC(=O)CCCC(=O)NCc2cccs2)no1` gave CHT PAM inactive and OX1R antagonist -19.0.
Screening O=C(Nc1ncccc1O)c1ccc(Oc2ccccc2)cc1 returned CHT PAM inactive and OX1R antagonist -26.6.
`O=[N+]([O-])c1cc(S(=O)(=O)C(F)(F)F)ccc1NCC1CCCO1` (configuration not stated) gave CHT PAM inactive and OX1R antagonist -15.9.
CC(C)(C)c1cc[n+](/C(C(=S)Nc2ccccc2F)=C(/[O-])c2ccc3c(c2)OCCO3)cc1 was read as CHT PAM inactive and OX1R antagonist -7.4.
Cc1nc2ccccn2c1C(=O)N/N=C/c1cc(C)n(-c2ccc(Cl)cc2)c1C was read as CHT PAM inactive and OX1R antagonist -21.8.
`CC1=NN(C(C#N)c2ccccc2C)C(c2ccccc2)C1` (configuration not stated) gave CHT PAM inactive and OX1R antagonist -13.7.
For CC(C)(C)OC(=O)C[C@@H]1C/C=C\C[C@@H](CC(=O)N(CCO)Cc2ccccc2)C(=O)NC[C@@H](c2ccccc2)OC1=O the results were OX1R antagonist -17.0.
Screening O=c1ccccn1Cc1c(Cl)cccc1Cl returned CHT PAM inactive and OX1R antagonist -5.5.
`O=C(NC1CCCC1)C1c2ccccc2C(=O)N1C1CCCCC1` (configuration not stated) gave CHT PAM inactive and OX1R antagonist -26.9.
Screening CCCCNC(=O)NNC(=O)C1CC1(c1ccccc1)c1ccccc1 (configuration not stated) returned CHT PAM inactive and OX1R antagonist -11.0.
O=C(COC(=O)c1cc[n+]([O-])cc1)Nc1ccccc1Sc1ccccc1 was read as CHT PAM inactive and OX1R antagonist -14.4.
Screening Cc1cc(=O)oc(C)c1C(=O)NCCc1ccc(F)cc1 returned CHT PAM inactive and OX1R antagonist -11.9.
Screening Cc1oc2cc3oc(=O)c(CCC(=O)NCCCN4CCCC4=O)c(C)c3cc2c1C returned CHT PAM inactive and OX1R antagonist -4.9.
`C/C(=N\NC(=O)C1CC1c1ccccc1)c1cccs1` (configuration not stated) gave CHT PAM inactive and OX1R antagonist -5.0.
Cc1ccc(-c2[nH]c3ccccc3c2SCCNC(=O)c2ccc(S(=O)(=O)N3CCOCC3)cc2)cc1 was read as CHT PAM inactive and OX1R antagonist -20.2.
Cc1cc(C)c(NC(=O)CN2C(=O)NC3(CCOc4ccccc43)C2=O)c(C)c1 (configuration not stated) was read as CHT PAM inactive and OX1R antagonist -18.4.
CCOC(=O)C(CC)Sc1nc2c(c(=O)[nH]c(=O)n2C)n1CCc1ccccc1 (configuration not stated) was read as CHT PAM inactive and OX1R antagonist -36.5.
`CN(C(=O)c1cccc(NC(=O)Cc2cccc([N+](=O)[O-])c2)c1)C1CCCC1` gave OX1R antagonist -22.0.
For COc1ccccc1NC(=O)CSc1ccc(-c2ccccn2)nn1 the results were CHT PAM inactive and OX1R antagonist -2.2.
For Cc1ccccc1OCCOc1cccc(/C=N/NC(=O)Cc2nnc(N)s2)c1 the results were CHT PAM inactive and OX1R antagonist 47.7*.
`CCOC(=O)Cn1c(=O)c2c(nc3n2CCCCN3c2ccc(C)cc2)n(C)c1=O` gave CHT PAM inactive and OX1R antagonist -2.3.
COCCCNC(=O)c1nc2c(nnn2Cc2cc(C)ccc2C)c(=O)[nH]1 was read as CHT PAM inactive and OX1R antagonist -8.8.
Screening Cc1nn(CC(=O)NNC(=S)Nc2ccccc2)c(C)c1[N+](=O)[O-] returned CHT PAM inactive and OX1R antagonist -15.6.
Cn1c(=O)cc(OCCCC(=O)NCCCN2CCN(Cc3ccccc3)CC2)c2ccccc21 was read as CHT PAM inactive and OX1R antagonist -23.6.
For Oc1[nH]c2ccc(Br)cc2c1N=Nc1ccc(C(F)(F)F)cn1 the results were CHT PAM inactive and OX1R antagonist -4.1.
Screening CCOc1ccc(C(C)=O)cc1COC(=O)CNC(=O)c1cccs1 returned CHT PAM inactive and OX1R antagonist -19.7.
For COc1ccccc1NS(=O)(=O)c1cc(NC(=O)c2cc(=O)[nH]c3ccccc23)ccc1N1CCOCC1 the results were CHT PAM inactive and OX1R antagonist -10.5.
